Pf growth 48h = Primary qHTS for delayed death inhibitors of the malarial parasite plastid, 48 hour incubation; Potency, µM (doses to about 28.7 µM), for inactives: at the top dose activity change, negative = inhibition, actives largely listed as inhibitors; 310,000 compounds, 5.9% hits; AID 504832, 2011; P. falciparum luciferase growth in erythrocytes, 48 h; further: potency means the concentration at half of the fitted maximal effect; on the % scale 0 is the no-effect control and ±100 the full control effect
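Luminescence readout; reporter = integrated firefly luciferase in P. falciparum. RBC culture at 2% hematocrit, 0.1% parasitemia final, 37 C/5% CO2; decreased signal taken as growth inhibition.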
Cycloheximide cs = Cycloheximide Counterscreen for Small Molecule Inhibitors of Shiga Toxin. cell reporter, cycloheximide protein synthesis inhibition counterscreen. max response, %. 300,000 compounds, 12% hits; in the data active means max response mostly above about 13%, no sharp cut-off; inactive means mostly below about 14%; further: read at 38.3 µM for the half of the compounds with a filed dose; 0% is about no effect
Sm TGR inh = qHTS Assay for the Inhibitors of Schistosoma Mansoni Peroxiredoxins; Schistosoma mansoni thioredoxin glutathione reductase (TGR), Q962Y6; purified TGR, DTNB reduction, TNB absorbance 405 nm; Potency, µM (doses to about 114 µM), inactives show top-dose activity change, negative = inhibition, hits mostly inhibitors; 360,000 compounds, 3% hits; AID 485364, 2010; further: potency means the concentration at half of the fitted maximal effect; on the % scale 0 is the no-effect control and ±100 the full control effect; nearly all actives have a fitted effect of over 60% in size
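First, TGR (20 nM dispensed) and NADPH were mixed with compound. Second, a 15 min room-temperature incubation followed. Third, further NADPH and then DTNB were added to start the reaction. Finally, TNB absorbance was monitored kinetically.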
Giardia FBPA inh = qHTS Assay for Inhibitors of Fructose-1,6-bisphosphate Aldolase from Giardia Lamblia. Potency, µM (titrated, usually from 59.6 µM), without a hit: top-dose activity, negative = inhibition, hits mostly inhibitors. A8B2U2. AID 2451, 2010. 290,000 compounds, 0.71% hits. purified Giardia FBPA; further: potency means the concentration at half of the fitted maximal effect; on the % scale 0 is the no-effect control and ±100 the full control effect; nearly all actives have a fitted effect of over 55% in size
Target sequence (A8B2U2 whole entry, looked up): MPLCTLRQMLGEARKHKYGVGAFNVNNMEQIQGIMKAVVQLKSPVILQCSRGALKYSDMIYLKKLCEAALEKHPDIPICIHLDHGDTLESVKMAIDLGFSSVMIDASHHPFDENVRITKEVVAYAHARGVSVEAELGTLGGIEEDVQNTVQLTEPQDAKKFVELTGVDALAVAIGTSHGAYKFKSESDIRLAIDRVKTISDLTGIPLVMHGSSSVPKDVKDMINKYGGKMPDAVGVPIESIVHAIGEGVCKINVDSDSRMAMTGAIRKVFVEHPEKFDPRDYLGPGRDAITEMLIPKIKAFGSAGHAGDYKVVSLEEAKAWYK
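Giardia FBPA (40 nM reagent) was preincubated 10 min at RT with compound (up to 57.5 uM final), then substrate plus GAPDH/TPI/NAD/arsenate coupling system with diaphorase/resazurin was added; resorufin fluorescence (525/598 nm) was read after 20 min.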
Shiga toxin inh = A qHTS for Small Molecule Inhibitors of Shiga Toxin. Vero cells, Shiga toxin protein synthesis inhibition reporter. inhibition, % at 38.7 µM. 290,000 compounds, 9.2% hits; in the data active means inhibition mostly above about 28%, no sharp cut-off; inactive means mostly below about 43%; further: 0% is about no effect
Pf growth 96h = Primary qHTS for delayed death inhibitors of the malarial parasite plastid, 96 hour incubation; AID 504834, 2011; 320,000 compounds, 6.9% hits; Potency, µM (series often up to 28.7 µM), inactives show at the top dose activity change, negative = inhibition, hits mostly inhibitors; P. falciparum luciferase reporter growth, 96 h; further: potency means the concentration at half of the fitted maximal effect; on the % scale 0 is the no-effect control and ±100 the full control effect
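Plates of compound plus infected erythrocytes (2% hematocrit, 0.05% parasitemia final) incubate 96 hours, 37 C, 5% CO2. Detection reagent added; reduced luminescence from the parasites' luciferase reporter flags inhibition.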
Numbers without * were called inactive; i = inactive; ? = inconclusive; nt = not tested or not shown; & = joins results of further samples; [ ] = remark or other dose. Unless noted, the call rests on the fitted dose curve; in most records, active means well fitted curve in the direction sought with a large enough effect; inconclusive means small, poorly fitted or top-dose-only effect, or another doubt; inactive means no such curve, though single readings can be large; an effect the other way counts as inactive or inconclusive.

Sequence of screens – Pf growth 96h	Sm TGR inh	Pf growth 48h	Cycloheximide cs	Giardia FBPA inh	Shiga toxin inh
- CCOC(=O)C(NC(=O)CC)(Nc1ccc(S(N)(=O)=O)cc1)C(F)(F)F (configuration not stated)
    14%	5%	13%	0	2%	10
- COc1ccccc1/C=N/NC(=O)c1nnn(-c2nonc2N)c1CN(C)c1ccccc1
    17%	-2%	11%	-3	2%	7
- CC(C)c1cc(C(=O)NCc2ccco2)no1
    25%	50µM*	96%[activator]	42*	5%	66*
- COc1ccc(C2CC23N=C(c2ccccc2)OC3=O)cc1 (configuration not stated)
    11%	22µM*	-5%	-2	-3%	-3
- O=CN1CCN(S(=O)(=O)c2ccc(S(=O)(=O)NC3CCCCC3)cc2)CC1
    -7%	-9%	10%	-2	8%	-15
- CCOC(=O)N1CCN(C(=O)CSCc2nc(-c3ccccc3F)oc2C)CC1
    ?	6%	-18%	-3	0%	-12
- Cn1c(=O)n(CC(=O)O)c(=O)c2c1nc1n2CCCN1Cc1ccccc1
    ?	?	51%[activator]	3	-5%	nt
- O=C1NC2(CCCCCC2)C(=O)N1CCS(=O)(=O)Oc1ccccc1
    19%	-3%	3%	-1	5%	-7
- Cc1sc2ncnc(SCC#N)c2c1C
    nt	-3%	-1%	-2	-12%	-4
- COc1ccc(Oc2cc(F)nc(N)n2)cc1
    3%	-5%	9%	-1	0%	1
- CCc1ccc(C(=O)COC(=O)c2ccc(-c3nnc(-c4ccccc4)o3)cc2)cc1
    159%[activator]	5%	57%[activator]	11	4%	17
- CC(C)=CCC(C)(C)C1OCCN1C(=O)Nc1ccccc1 (configuration not stated)
    -6%[5.75 µM]	2%[11.4 µM]	nt	7	-5%	1
- CCCOc1ccc2ccccc2c1/C=N/n1cnnc1
    25%	1%	11%	-1	-24%	-12
- Cc1cc(C=C2C(=O)c3ccccc3C2=O)c(C)n1-c1cccc(C(=O)O)c1
    -1%	-32%	?	43*	?	104*
- COc1ccccc1C(=O)NCC(=O)n1nc(C)cc1C
    13µM*	-30%	7%	-1	-1%	-7
- COC(=O)c1ccc(Cn2nc(C)cc2C)cc1
    22%	-9%	nt	8	9%	32
- COc1ccccc1N1CCN(C(=O)CCCNC(=O)Cn2cnc3sc(C)c(C)c3c2=O)CC1
    -15%	4%	0%	-6	-9%	2
- COc1ccc(/C=N/NC(=O)Cn2ccnc2C)cc1OC
    -28%	7%	0%	-4	2%	-4
- CCOC(=O)c1ccc(N2C(=O)CC(C3CCCO3)C2=O)cc1 (configuration not stated)
    346%[activator]	8%	13%	9	5%	34
- Cc1ccc(-c2nc(CS(=O)(=O)CC(=O)N3CCc4ccccc4C3)c(C)o2)cc1
    13µM*	25µM*	-18%	-2	-11%	1
- CCCCCCN(C(=O)CCCCCN1C(=O)NC(c2ccc(-c3ccccc3)cc2)C(C(=O)OCc2ccccc2)=C1C)C(C(=O)NCCCC)c1ccccc1 (configuration not stated)
    1.9µM*	-4%	2.6µM*	-2	6%&5%	0
- CS(=O)(=O)N(CC(=O)Nc1cccc(F)c1)Cc1ccccc1
    nt	3%	30%	-2	8%	-6
- O=C(/C=C/c1ccccn1)c1ccc(Br)cc1O
    ?	-29%	?	12	1%	28
- CN(C)S(=O)(=O)c1ccc(NC(=O)C2CC(=O)N(Cc3ccccc3Cl)C2)cc1 (configuration not stated)
    ?	-1%	?	nt	nt	nt
- FC(F)(F)c1cccc(CN2CCCCCC2)c1
    nt	-2%	0%	-3	-17%	-8
- COc1ccccc1C(=O)NCC(=O)N/N=C/c1cccc(Cl)c1
    2.1µM*	2%	5%	4	-23%	9
- O=C(CCCn1c(=S)[nH]c2ccc(Br)cc2c1=O)NCC1CCCO1 (configuration not stated)
    0%	7%	-9%	0	?	5
- O=C(COC(=O)/C=C/c1cccc(Cl)c1)NC(=O)NCc1ccccc1
    ?	-1%	-15%	nt	nt	nt
- COc1ccc(Br)cc1Cn1nnc(C(=O)Nc2ccc3c(c2)OCCO3)c1N
    -13%	1%	-6%	15	nt	31
- O=C(N/N=C/C(Cl)=C/c1ccccc1)c1ccco1
    ?	-12%	5.2µM*	51*	-1%	71*
- Cc1ccccc1Nc1nnc(C)c(=O)n1N
    ?	-2%	0%	-5	5%	26
- Cc1cccc(C2=NN(c3ccccc3)[C@H](CO)[C@H]2c2ccccc2)c1
    nt	nt	nt	19	-6%[89.2 µM]	i
- COc1ccc(S(=O)(=O)NCc2ccccn2)cc1NC(=O)c1ccccc1F
    -17%	-1%	6%	-11	-10%	-5
- O=C(NCC1CCN(Cc2ccccc2F)CC1)Nc1cccc(Br)c1
    -1%	7%	?	1	6%	17
- NNC(=O)c1ccc(COc2cccc3ccccc23)o1
    24%	-2%	-19%	8	-7%	22
- CCOC(=O)c1ccc(NC(=O)CN2C(=O)NC3(CCCCCCC3)C2=O)cc1
    ?	-10%	?	nt	nt	nt
- COc1ccc(NC(=O)c2cn(CCC#N)nc2-c2ccc(OC)c(OC)c2)cc1
    -26%	3%	7%	-2	12%	-9
- C[C@@]1(CO)[C@H](O)CC[C@@]2(C)[C@H]1CC[C@H]1C[C@@H]3C[C@@]12CC[C@]3(O)CO
    0.59µM*	9%	0.52µM*	-2	-6%	-11
- COc1cc(-c2nnc(COC(=O)c3ccc(C)o3)o2)cc(OC)c1OC
    11%	-19%	0%	nt	nt	nt
- CCC[C@@H]1C[C@@H](C(=O)N[C@H]([C@@H](C)O)[C@H]2O[C@H](SC)[C@H](O)[C@@H](O)C2O)N(C)C1 (some centres not stated)
    0.13µM*	7%	0.042µM*	-2	-2%	-2
- O=S(=O)(c1ccc2c(c1)OCCO2)N1CCN(c2nc3ccccc3s2)CC1
    0%	3%	-10%	-4	6%	-3
- O=C(NNC(=O)c1cccs1)c1ccncc1
    10%	20%	-3%	16	6%	-12
- CCN(CC)S(=O)(=O)c1ccc(NC2c3ccccc3C(=O)N2c2ccc(C)cn2)cc1 (configuration not stated)
    ?	-12%	nt	1	-20%	8
- C=CCn1c(COc2ccccc2F)nnc1SCC(=O)c1c[nH]c2ccccc12
    ?	-9%	-24%	-1	-4%	-2
- CCc1ccc(NC(=O)CCCNC(=O)Cn2cnc3sc(C)c(C)c3c2=O)cc1
    ?	0%	22%	-1	5%	-2
- Cc1ccc(S(=O)(=O)Cn2nnnc2C(CC(C)C)N2CCN(c3ccc(F)cc3)CC2)cc1 (configuration not stated)
    ?	1%	?	-1	-5%	13
- CN1CCN(C(=O)c2cc(COc3ccc(F)cc3Cl)on2)CC1c1ccccc1 (configuration not stated)
    ?	-17%	?	9	-6%	2
- O=C(CN(CC1CCCO1)C(=O)CNS(=O)(=O)c1ccccc1)NCCc1ccccc1 (configuration not stated)
    -17%	-7%	9%	-2	4%	-2
- O=C(Oc1ccccc1O)c1cccc2ccccc12
    23%	nt	12%	7	-12%	30
- COC(=O)CNc1nc(-c2ccncc2)nc2ccccc12
    -3%[5.75 µM]	-1%	0%	-3	0%	-3
- O=C(Nc1ccccc1)Nc1cc(S(=O)(=O)N2CCOCC2)ccc1N1CCCC1
    ?	-8%	?	3	2%	15
- CCOC(=O)CC1(NC(=O)C2CCC(=O)N(Cc3ccccc3OC)C2)CCCCC1 (configuration not stated)
    ?	-6%	?	14	nt	23
- COc1ccccc1NC(=S)NC(=O)CCCOc1ccc(Cl)cc1Cl
    17%	?	nt	-5	-1%	-6
- Cn1nc(C(=O)NC2CCCCC2)c2c1-c1ccccc1SC2
    ?	-16%	7%	12	-10%	-6
- COc1ccccc1C/C(N)=N/OC(=O)COc1cc(C)cc(C)c1C
    ?	20%	-13%	2	-2%	-4
- COCCNC(=O)c1c[nH]c2ccc(S(=O)(=O)N(C)c3ccc(C)c(C)c3)cc2c1=O
    ?	5%	nt	22*	9%	43
- Cn1ccc(NC(=O)Nc2cccc([N+](=O)[O-])c2)n1
    -2%[5.75 µM]	3%	?	23*	-4%	39*
- Cc1ccccc1C(=O)NNC(=O)C12CC3CC(CC(C3)C1)C2
    ?	nt	-6%	-3	0%	-8
- CC#CCN1c2ccccc2[C@]23C[C@@H](C(=O)OC)N(C(=O)C4CCC4)C2=NC(C(=O)OC)=C(C(=O)OC)[C@H]13
    ?	-1%	?	-4	1%[12.9 µM]	-4
- O=C1/C(=C2/NCCN2C2CC(=O)N(c3ccccc3)C2=O)CC/C1=C\c1ccccc1 (configuration not stated)
    32%[activator]	-7%	-10%	-2	1%	-15

Other records.
Sequence of screens – Pf growth 96h	Sm TGR inh	Pf growth 48h	Cycloheximide cs	Giardia FBPA inh	Shiga toxin inh
- O=Cc1cn(Cc2ccccc2[N+](=O)[O-])c2ccccc12
    ?	7%	-1%	-1	6%	-7
- CCCCNc1c(-c2ccc(-c3cccc(Cl)c3)cc2)nc2ccccn12
    ?	-15%	-90%	nt	nt	nt
- O=C(NC1CCCCC1)c1n[nH]c2c1CCCCC2
    47%[activator]	-3%	?	nt	nt	nt
- CC1(C)CC(=O)C2=C(C1)N1C(=C(C#N)C2c2ccccc2Cl)N=C(N)c2ccccc21 (configuration not stated)
    60%[activator]	-2%	13µM*	-3	-4%	-17
- Cn1c(CNC(=O)c2ccccc2F)nnc1SCc1ccc(Cl)cc1
    35%[activator]	-7%	-18%[5.75 µM]	1	2%	1
- Cc1cccc(C2=NC(C(F)(F)F)(C(F)(F)F)c3c(n(-c4ccc(F)cc4)c(=O)[nH]c3=O)N2)c1
    12µM*	0%	13µM*	-4	-5%	-8
- Cc1ccc(S(=O)(=O)NCCC(=O)Nc2ccc(Cl)c(Cl)c2)cc1
    50%[activator]	4%	27%	-1	-14%	-12
- CCC(c1nnnn1C1CCCC1)N1CCN(C(=O)c2ccco2)CC1 (configuration not stated)
    5%	0%	8.3µM*	-2	-4%	19
- CCOc1ncccc1C(=O)OCC(=O)NC1CCCCCC1
    ?	-10%	39%[activator]	nt	nt	nt
- Clc1ccc(Sc2cnc3ccccc3n2)cc1
    26%	15%	38%[activator]	38*	5%	85*
- CCC(C)N(C(=O)CSc1nc(-c2ccccc2)cs1)C1CCS(=O)(=O)C1 (configuration not stated)
    ?	-3%	nt	3	8%	3
- NC1=NC2(CCCCC2)N=C(Nc2ccc(F)cc2F)N1
    3.7µM*	-15%	?	-2	0%	-12
- O=C(Nc1cccc2c1CCCC2)C1CCCN(S(=O)(=O)c2cccc3nonc23)C1 (configuration not stated)
    -8%	4%	7%	11	3%	-2
- COC(=O)c1ccc(NC(=O)CN2CCC(NC(=O)c3ccco3)CC2)cc1
    4%	-1%	-28%	7	4%	1
- CC(=O)Nc1ccn(C2OC(C(COC(C)=O)NC(=O)C(COCc3ccccc3)NC(=O)OC(C)(C)C)C(OC(C)=O)C2OC(C)=O)c(=O)n1 (configuration not stated)
    nt	nt	nt	-1	7%	-4
- COc1ccc(/C=C2/C(=N)N3N=C(CC(=O)N4CCCC4)SC3=NC2=O)cc1
    8%	-2%	90%[activator]	5	-16%	-12
- COc1ccccc1CC(=O)NC1CC(C)(C)NC(C)(C)C1
    44%[activator]	-3%	116%[activator]	4	1%	17

From PubChem BioAssay
